# Screening data deposited in PubChem BioAssay by National Center for Advancing Translational Sciences (NCATS).
# Hsp90 Hop PPI = qHTS Assay for Disrupters of an Hsp90 Co-Chaperone Interaction; Potency, µM (doses to about 57 µM), without a hit: at the highest dose activity change, negative = inhibition; AlphaScreen TPR2A-His6 binding biotin-Hsp90 C-terminal peptide; 71,000 compounds, 0.44% hits; Hsp90 C-terminal peptide / TPR2A (Hop) interaction, human; active = well fitted curve in either direction with a large enough effect; inconclusive = small, poorly fitted or top-dose-only effect, or another doubt; note: potency is the fitted concentration of half-maximal effect; % is set by controls: 0 for no effect and ±100 for the full control effect; many of its hits are not listed in these tables
# CRE Fsk mod = Cell signaling CRE-BLA (Fsk stim); CHO CRE-bla reporter (cAMP response element driving beta-lactamase), forskolin EC10, beta-lactamase ratio; Potency, µM (series often up to 38.2 µM), for inactives: at the top dose activity change, negative = inhibition, most hits filed as activators; 71,000 compounds, 2.5% hits; AID 662, 2007; active = well fitted activation curve with a large enough effect in the signal ratio, with a control signal flat, not every such curve was filed as active; inconclusive = small, poorly fitted or top-dose-only effect, or effect the other way, or a change in a side signal; the % refers to the signal ratio; note: potency is the fitted concentration of half-maximal effect; % of control where 0% means no effect
#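 The 460nm/530nm emission ratio after CCF4 loading defined %Activity, from which AC50 values were obtained. CRE-bla CHO cells received compound dilution series together with an EC10 level of NKH 477 for 3 hours at 37 degrees Celsius.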
# HADH2 inh = qHTS Assay for Inhibitors of HADH2 (Hydroxyacyl-Coenzyme A Dehydrogenase, Type II). recombinant HADH2, NADH fluorescence, beta-hydroxybutyryl-CoA. Potency, µM (series often up to 57.1 µM), without a hit: at the highest dose activity change, negative = inhibition, most hits filed as inhibitors. 3-hydroxyacyl-CoA dehydrogenase type-2 (Homo sapiens), Q99714. 73,000 compounds, 3.4% hits; note: potency is the fitted concentration of half-maximal effect; % is set by controls: 0 for no effect and ±100 for the full control effect; nearly all actives have a fitted effect of over 60% in size; many of its hits are not listed in these tables
# Target sequence (Q99714 whole entry, looked up, one chain of several): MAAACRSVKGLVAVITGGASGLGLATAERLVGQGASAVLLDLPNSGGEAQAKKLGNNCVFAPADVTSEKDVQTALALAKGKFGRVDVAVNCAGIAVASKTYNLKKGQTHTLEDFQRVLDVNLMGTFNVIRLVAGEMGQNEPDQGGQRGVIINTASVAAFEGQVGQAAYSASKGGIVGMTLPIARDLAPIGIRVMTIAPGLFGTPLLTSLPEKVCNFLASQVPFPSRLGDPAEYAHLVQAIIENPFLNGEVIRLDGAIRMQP
#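 His-tagged recombinant enzyme from E. coli, 20 nM, preincubated 15 min RT with compound; reaction started with 1 mM NAD+ and 90 uM beta-hydroxybutyryl-CoA in 100 mM Tris-HCl pH 9.0. NADH fluorescence (ex 360/em 450) read over 4 min; last-minus-first difference.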
# HBB splicing = qHTS Assay for Modulators of Hemoglobin Beta Chain Splicing. HBB splicing reporter cell assay, activation; EGFP reporter with mutant IVS2-654 intron; response scale: normalised to 500 nM splice-correcting PNA. Potency, µM (series often up to 46.1 µM), for inactives: at the top dose activation, hits mostly activators. 65,000 compounds, 0.06% hits; note: potency is the fitted concentration of half-maximal effect; 0% is about no effect
#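 HeLa cells stably expressing EGFP interrupted by mutant beta-globin intron 2 (IVS2-654), 500/well in 2% FCS. Treated with compound for 2 days at 37C. Splicing correction scored as total well GFP intensity (488 nm excitation, 500-520 nm emission); 500 nM antisense PNA served as control.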
# DNA Pol III inh = qHTS Assay for Inhibitors of DNA Polymerase III Holoenzyme System; reconstituted DNA polymerase III holoenzyme replication, biochemical; Potency, µM (top dose mostly 57.1 µM), without a hit: at the highest dose activity change, negative = inhibition; 71,000 compounds, 0.25% hits; note: potency is the fitted concentration of half-maximal effect; % is set by controls: 0 for no effect and ±100 for the full control effect
#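 Reconstituted *E. coli* holoenzyme (0.35 nM Pol III, 1 nM beta, 154 nM SSB, 2 nM primase) was preincubated with compound for 15 min at RT. Synthesis on 1.4 nM ssM13Gori ran 35 min, then was stopped with PicoGreen/EDTA and read as dsDNA fluorescence.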
# ERK AVP block = qHTS Assay for Inhibitors of the ERK Signaling Pathway using a Homogeneous Screening Assay; 72,000 compounds, 0.99% hits; HEK293-V1b, vasopressin-stimulated pERK AlphaScreen; Potency, µM (series often up to 57.5 µM), for inactives: top-dose activity, negative = inhibition, hits mostly inhibitors; note: potency is the fitted concentration of half-maximal effect; % is set by controls: 0 for no effect and ±100 for the full control effect; nearly all actives have a fitted effect of over 55% in size
#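 Overnight-seeded V1b-HEK293 cells in 1% FBS got compound, then vasopressin (25 nM final, 5 min, 37C), then lysis buffer. AlphaScreen detection of phospho-ERK; activity normalized to basal and full-stimulation controls.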
# Rhodamine autofl = qHTS Assay for Spectroscopic Profiling in Rhodamine Spectral Region | 59,000 compounds, 0.05% hits | Rhodamine-region fluorescence, 547/598 nm, Tris buffer; active compounds read high | max dye-equivalent concentration, M; in the data active = max dye-equivalent concentration above about 11 nM; inconclusive = between about 1.1 nM and that limit
#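 Steps: pin-transfer compounds into pH 8.0 Tris (100 mM), hold 15 min at room temperature, image with a 547/598 nm filter pair, and convert intensities to rhodamine-equivalent concentration using a six-point on-plate rhodamine series.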
# FLuc inh = qHTS Assay for Inhibitors of Firefly Luciferase | purified firefly luciferase, luminescence, 8 min | Potency, µM (titrated, usually from 57.1 µM), for inactives: top-dose activity change, negative = inhibition, actives largely listed as inhibitors | 72,000 compounds, 2.2% hits; note: potency is the fitted concentration of half-maximal effect; % is set by controls: 0 for no effect and ±100 for the full control effect; nearly all actives have a fitted effect of over 40% in size
#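 qHTS concentration-response profiling: light output of P. pyralis luciferase with luciferin and 10 uM ATP, imidazole buffer pH 7.2. Read by luminescence after 8-min room-temperature incubation.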
# ALOX15 inhib = qHTS Assay for Inhibitors of 15-hLO (15-human lipoxygenase) | purified 15hLO-1, xylenol orange hydroperoxide absorbance | 74,000 compounds, 1.4% hits | AID 887, 2007 | Polyunsaturated fatty acid lipoxygenase ALOX15 (Homo sapiens), P16050 | Potency, µM (top dose mostly 57.1 µM), inactives show at the top dose activity change, negative = inhibition, actives largely listed as inhibitors; note: potency is the fitted concentration of half-maximal effect; % is set by controls: 0 for no effect and ±100 for the full control effect; nearly all actives have a fitted effect of over 55% in size
#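 Readout: Fe(III)-xylenol orange absorbance, 573-to-405 nm ratio as reaction progress. Enzyme 40 nM purified human 15hLO-1, substrate 50 uM arachidonic acid, 6 min RT after 15 min compound preincubation; Hepes pH 7.5 buffer with Triton X-100.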
# TexasRed autofl = qHTS Assay for Spectroscopic Profiling in Texas Red Spectral Region. max dye-equivalent concentration, M. 59,000 compounds, 0.06% hits. Compound fluorescence, Texas Red channel, 547/618 nm; active compounds read high; in the data active = max dye-equivalent concentration above about 10 nM; inconclusive = between about 1.1 nM and that limit
#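 qHTS profiling of intrinsic compound fluorescence; 100 mM Tris pH 8.0; 15 min RT; ex 547 / em 618 nm; response expressed as Texas Red dye-equivalent concentration from six-point plate standard.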
# Tau filament bind = qHTS Assay for Tau Filament Binding. 71,000 compounds, 2% hits. Microtubule-associated protein tau (Homo sapiens), P10636. recombinant tau filaments, thioflavin S fluorescence, 15 h; filaments grown with octadecylsulfate alongside compound. Potency, µM (top dose mostly 57.1 µM), for inactives: at the highest dose activity change, negative = inhibition;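 note: potency is the fitted concentration of half-maximal effect; % is set by controls: 0 for no effect and ±100 for the full control effect; actives lower thioflavin S fluorescence by blocking filaments or displacing dye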
# Target sequence (P10636 whole entry, looked up): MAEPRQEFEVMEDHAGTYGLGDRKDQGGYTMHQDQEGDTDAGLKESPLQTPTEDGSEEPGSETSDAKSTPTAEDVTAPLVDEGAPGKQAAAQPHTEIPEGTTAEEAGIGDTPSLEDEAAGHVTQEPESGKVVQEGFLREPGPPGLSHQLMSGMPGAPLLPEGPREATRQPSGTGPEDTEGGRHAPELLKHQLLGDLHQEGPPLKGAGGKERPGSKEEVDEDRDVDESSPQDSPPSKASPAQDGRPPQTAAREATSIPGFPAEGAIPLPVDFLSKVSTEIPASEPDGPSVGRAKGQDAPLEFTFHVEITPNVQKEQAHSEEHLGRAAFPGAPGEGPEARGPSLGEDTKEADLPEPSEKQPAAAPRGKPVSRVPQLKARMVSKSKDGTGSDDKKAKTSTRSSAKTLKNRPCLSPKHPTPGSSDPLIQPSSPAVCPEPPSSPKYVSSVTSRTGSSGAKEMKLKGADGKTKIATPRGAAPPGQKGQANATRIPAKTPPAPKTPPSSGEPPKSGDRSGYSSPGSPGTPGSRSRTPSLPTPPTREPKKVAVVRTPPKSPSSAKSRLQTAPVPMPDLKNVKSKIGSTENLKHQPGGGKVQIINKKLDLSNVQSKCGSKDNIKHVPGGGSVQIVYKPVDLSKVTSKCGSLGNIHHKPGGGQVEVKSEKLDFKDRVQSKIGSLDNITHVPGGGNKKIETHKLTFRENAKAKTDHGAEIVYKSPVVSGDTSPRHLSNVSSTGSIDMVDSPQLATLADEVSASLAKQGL
#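 Thioflavine S fluorescence (ex 450, em 510 nm) reports filaments formed from 1 uM human tau plus 30 uM ODS over 15 h at 37 C (10 mM HEPES pH 7.4, 100 mM NaCl, 5 mM DTT); compounds displacing dye or blocking filaments lower signal.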
# * = called active by the depositor; i = inactive; ? = inconclusive; · = not tested or not shown; [ ] = another dose, or the depositor's remark. Unless noted, calls come from the whole dose curve; as a rule, active = well fitted curve in the direction sought with a large enough effect; inconclusive = small, poorly fitted or top-dose-only effect, or another doubt; inactive = no such curve, though single readings can be large; an effect the other way counts as inactive or inconclusive.
cpd	Compound	Hsp90 Hop PPI	CRE Fsk mod	HADH2 inh	HBB splicing	DNA Pol III inh	ERK AVP block
1	CCOC(=O)C1=C(C)N(C)C(C)=C(C(=O)OCC)C1c1cccnc1	-2%	?	-1%	-0.4%	0%	-6%
2	CCCC(=O)Nc1ccc(NC(=O)C2CC2)cn1	-3%	?	-3%	0.5%[57.5 µM]	0%	-6%
3	O=C(Nc1nnc(C2CC2)s1)C1Cc2ccccc2CN1S(=O)(=O)c1cccs1 (stereo not given)	-8%	?	-12%	-2.8%	6%	35%
4	COc1ccc(OC)c(C2=NO[C@@H]3C(=O)N(c4cc(Cl)ccc4OC)C(=O)[C@H]23)c1	-7%	5%	-26%	0.1%	-1%	-14%
5	COc1ccc(C2C=C(c3ccc(Br)cc3)Nc3nc(N4C(=O)CCC4=O)nn32)cc1 (stereo not given)	-9%	?	i	1.4%	8%	-9%
6	COCCNC(=O)C(C)N(c1ccc(Oc2ccccc2)cc1)S(C)(=O)=O (stereo not given)	1%	-7%	-8%	0.8%	-2%	-11%
7	O=C(Nc1ccc(O)cc1)C1CC=CCC1 (stereo not given)	?	?	?	2.8%	-5%	3%
8	Cc1nn(CC(=O)O)c(C)c1C	-1%	0%	8%	·	-3%	-4%
9	COCc1nnc(SCC(=O)Nc2cccc(Cl)c2C)n1-c1ccccc1	-1%	2%	1%	0.3%	-4%	-13%
10	Cc1cc(C(=O)N2CCN(c3ncccn3)CC2)cs1	-5%	-4%	-8%	1.5%	-3%	-10%

cpd	Rhodamine autofl	FLuc inh	ALOX15 inhib	TexasRed autofl	Tau filament bind
1	i	0%	3%	i	-2%
2	i	-4%	9%	?	0%
3	i	2%	-36%	i	10%
4	i	2%	-8%	i	2%
5	i	-1%	-12%	i	i
6	·	3%	6%	·	-12%
7	·	-4%	?	·	13µM*
8	i	4%	6%	i	6%
9	·	2%	4%	·	3%
10	i	2%	9%	i	-3%

# Next section; it opens with the five that closed the last part.
cpd	Compound	Hsp90 Hop PPI	CRE Fsk mod	HADH2 inh	HBB splicing	DNA Pol III inh	ERK AVP block
6	COCCNC(=O)C(C)N(c1ccc(Oc2ccccc2)cc1)S(C)(=O)=O (stereo not given)	1%	-7%	-8%	0.8%	-2%	-11%
7	O=C(Nc1ccc(O)cc1)C1CC=CCC1 (stereo not given)	?	?	?	2.8%	-5%	3%
8	Cc1nn(CC(=O)O)c(C)c1C	-1%	0%	8%	·	-3%	-4%
9	COCc1nnc(SCC(=O)Nc2cccc(Cl)c2C)n1-c1ccccc1	-1%	2%	1%	0.3%	-4%	-13%
10	Cc1cc(C(=O)N2CCN(c3ncccn3)CC2)cs1	-5%	-4%	-8%	1.5%	-3%	-10%
11	CC1CCN(c2nc3c(c(=O)n(C)c(=O)n3C)n2Cc2ccccc2)CC1	-9%	17%	10%	0.0%[57.5 µM]	-2%	?
12	Cc1ccc(C(=O)Nc2ccc(S(=O)(=O)N3CCc4ccccc43)cc2)o1	-4%	-5%	20%	0.2%	7%	-15%
13	Cc1onc(-c2c(Cl)cccc2Cl)c1C(=O)NCCCN1CCOCC1	-2%	-1%	-8%	-0.4%	-2%	-10%
14	CC1CN(C(=O)c2cccc(S(=O)(=O)N3CCOCC3)c2)CC(C)O1 (stereo not given)	-2%	-4%	0%	0.0%[57.5 µM]	-3%	-6%
15	COc1cccc(OCc2nnc(SC)n2C)c1	1%	-4%	-5%	0.0%[57.5 µM]	-3%	-17%
16	CCOC(=O)C1CCN(S(=O)(=O)Cc2ccc(Cl)cc2)CC1	-1%	-1%	10%	-1.0%	0%	-4%
17	N#CCCCSc1nnnn1-c1cccc(Cl)c1	-4%	8%	3%	-0.3%	-3%	-10%
18	O=S1(=O)CCN(c2ccccc2CC(c2c[nH]c3ccccc23)c2c[nH]c3ccccc23)CC1	-11%[11 µM]	-22%[7.6 µM]	-4%[11.4 µM]	3.6%[9.22 µM]	-12%[11.4 µM]	10%[11.5 µM]
19	CC(=NCCN1CCOCC1)C1=C(O)c2ccccc2C1=O	-1%	?	-9%	-3.3%	-7%	-7%
20	Cc1cc(Cl)c(S(=O)(=O)Nc2ccccn2)cc1OCC(N)=O	2%	-6%	5%	1.3%	-4%	-13%

cpd	Rhodamine autofl	FLuc inh	ALOX15 inhib	TexasRed autofl	Tau filament bind
6	·	3%	6%	·	-12%
7	·	-4%	?	·	13µM*
8	i	4%	6%	i	6%
9	·	2%	4%	·	3%
10	i	2%	9%	i	-3%
11	i	1%	5%	i	11%
12	i	-1%	-11%	i	52%
13	i	0%	1%	?	-7%
14	i	1%	1%	i	-6%
15	i	-3%	14%	i	1%
16	i	1%	2%	i	1%
17	i	3%	13%	i	3%
18	i	2%[11.4 µM]	7%[11.4 µM]	i	-1%[11.4 µM]
19	·	2%	5%	·	-9%
20	i	1%	3%	?	-2%

# New compounds follow.
cpd	Compound	Hsp90 Hop PPI	CRE Fsk mod	HADH2 inh	HBB splicing	DNA Pol III inh	ERK AVP block
21	O=C(NCCCN1CCN(c2ccccc2F)CC1)C1CCC(=O)N1C1CCCC1 (stereo not given)	-5%	0%	4%	0.8%	1%	-27%
22	CCNS(=O)(=O)c1ccc(C)cc1	-7%	2%	-7%	-0.4%	-2%	0%
23	COc1ccc(C(=O)Oc2ccc(C(C)=O)cc2)c(OC)c1	0%	0%	9%	-3.1%	-2%	7%
24	COC(=O)c1c(-c2cccs2)csc1NC(=O)c1cccnc1	?	?	1%	-0.5%[57.5 µM]	3%	-1%
25	COc1ccc(Cl)cc1NC(=O)COC(=O)CCNC(C)=O	-5%	2%	3%	0.7%	-2%	-9%
26	COc1cccc(CC(NC(C)=O)C(=O)NC2CCN(c3nc(C)cc(C)c3C#N)CC2)c1OC (stereo not given)	-2%	3%	15%	-6.3%	0%	-13%
27	COc1ccccc1N1CCN(C(=O)c2cc3cc(Br)ccc3oc2=O)CC1	-9%	-21%	8%	-0.8%	-4%	·
28	Cc1ccc(NC(=O)Cc2cn3ccsc3n2)nc1	-8%	-6%	-4%	-0.2%[57.5 µM]	0%	14%
29	COc1cc(/C=C(\C#N)C(N)=O)cc(CSc2nc3ccccc3s2)c1O	-5%	25µM*	13µM*	·	0%	-18%
30	Cc1ccc2c(c1)N(CC(=O)NCCc1c[nH]c3ccccc13)C(=O)CO2	-4%	-13%	8%	-1.6%	1%	-2%
31	COc1ccc(-n2c(=O)c(-c3cn(C)c4ccccc34)nc3cnc(OC)nc32)cc1	-7%	0.2µM*	0%	1.6%	-4%	-9%
32	CCOC(=O)N1CCN(C(=O)c2ccc3nc4cc(Cl)ccc4c(=O)n3c2)CC1	-1%	?	?	-1.5%	-5%	12%

cpd	Rhodamine autofl	FLuc inh	ALOX15 inhib	TexasRed autofl	Tau filament bind
21	·	-2%	7%	·	0%
22	·	·	-2%	·	2%
23	i	16µM*	-2%	?	2%
24	i	-17%	-15%	?	20%
25	i	2%	4%	i	-4%
26	i	2%	-2%	i	16%
27	·	1%	2%	·	-13%
28	i	0%	11%	i	-9%
29	·	3%	-15%[25.6 µM]	·	32%
30	i	-2%	-10%	?	-3%
31	i	-3%[11.4 µM]	0%	?	75%
32	i	4%	-1%	?	6%

# Some of the compounds tested; count on the stated rates, not on these rows.
